Glioma ERSR ind: qHTS for Inducers of the Endoplasmic Reticulum Stress Response (ERSR) in Human Glioma: qHTS | U87-MG GRP78 promoter luciferase reporter, 16 h | Potency, µM, for inactives: at the highest dose activation, hits mostly activators | 0.02% of 420,000 active; further: potency means the concentration at half of the fitted maximal effect; series mostly up to about 76 µM; % of control where 0% means no effect; nearly all actives have a fitted effect of over 35% in size
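ERSR induction read as luciferase luminescence (Bright-Glo, 10 min at room temperature) in stably transfected human U87-MG glioma cells exposed to compounds for 16 h, using GRP78 as sensor.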
ERG-DNA inh: qHTS for Small Molecule Inhibitors of the ERG Ets/DNA interaction | Transcriptional regulator ERG (Homo sapiens), P11308 | fluorescence polarization, His-ERG Ets domain / labelled DNA | Potency, µM (titrated, usually from 76.9 µM), for the others: top-dose FP activity, negative = inhibition, usual class: inhibitors | 0.028% of 370,000 active; active means well fitted inhibition curve with a large enough effect in the polarisation, with a control signal flat; inconclusive means small, poorly fitted or top-dose-only effect, or effect the other way, or a change in a side signal; inactive means no such curve, though single readings can be large or run the other way; the % refers to the polarisation;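 further: polarization taken with two DNA probes labelled with fluorescein and Texas red; potency means the concentration at half of the fitted maximal effect; % of control where 0% means no effect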
Target sequence (P11308 whole entry, looked up, the tested form may be a part): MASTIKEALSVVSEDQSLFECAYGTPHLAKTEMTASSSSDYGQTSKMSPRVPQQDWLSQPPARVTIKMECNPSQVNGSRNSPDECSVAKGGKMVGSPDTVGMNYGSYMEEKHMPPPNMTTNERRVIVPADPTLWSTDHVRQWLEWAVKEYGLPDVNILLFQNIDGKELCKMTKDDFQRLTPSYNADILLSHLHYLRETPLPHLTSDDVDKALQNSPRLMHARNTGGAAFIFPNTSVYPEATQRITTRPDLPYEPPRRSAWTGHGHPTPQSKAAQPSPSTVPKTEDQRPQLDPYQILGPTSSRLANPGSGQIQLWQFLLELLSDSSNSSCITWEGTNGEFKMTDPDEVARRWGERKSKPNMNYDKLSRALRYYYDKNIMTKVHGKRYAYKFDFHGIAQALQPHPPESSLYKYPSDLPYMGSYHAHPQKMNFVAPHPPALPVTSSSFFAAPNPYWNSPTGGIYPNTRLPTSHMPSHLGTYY
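His-tagged ERG Ets domain (1 uM in the protein solution; 300mM KCl, 50mM Tris-HCl, 1mM EDTA, 1mM DTT, pH 7.5) received compound, then a probe mix of 5 nM fluorescein-DNA and 100nM Texas-615-DNA. Fluorescence polarization was read for both dyes.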
D2 agonist: HTS Assay for Allosteric Agonists of the Human D2 Dopamine Receptor: Primary Screen for Agonists; HEK293 T-REx D2 cells, calcium flux agonist mode; activation, % at 2 µM; 0.53% of 340,000 active;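 active means activation over 3 SD above normal in the single-dose calcium agonist read, cut at about 30% in these data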; further: 0% is about no effect
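Calcium-flux readout, 1 cycle/sec over 180 s following compound pin transfer, in inducible HEK293 Trex D2 cells (force-coupled); dopamine controls included. Positive calcium responses during this window marked compounds as potential agonists.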
Vif-APOBEC3G blk: qHTS for Inhibitors of Vif-A3G Interactions: qHTS; Potency, µM (top dose mostly 46.1 µM), for the others: top-dose activity, negative = active, most hits filed as inhibitors; AID 602310, 2012; 0.076% of 410,000 active; HeLa A3G-eYFP + Vif (tagged APOBEC3G with the HIV-1 protein that degrades it), YFP fluorescence, overnight;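 further: potency means the concentration at half of the fitted maximal effect; on the % scale 0 is the no-effect control and ±100 the full control effect; nearly all actives have a fitted effect of over 60% in size; hits raise eYFP signal because A3G escapes Vif-driven loss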
Target sequence (Q9HC16 whole entry, looked up): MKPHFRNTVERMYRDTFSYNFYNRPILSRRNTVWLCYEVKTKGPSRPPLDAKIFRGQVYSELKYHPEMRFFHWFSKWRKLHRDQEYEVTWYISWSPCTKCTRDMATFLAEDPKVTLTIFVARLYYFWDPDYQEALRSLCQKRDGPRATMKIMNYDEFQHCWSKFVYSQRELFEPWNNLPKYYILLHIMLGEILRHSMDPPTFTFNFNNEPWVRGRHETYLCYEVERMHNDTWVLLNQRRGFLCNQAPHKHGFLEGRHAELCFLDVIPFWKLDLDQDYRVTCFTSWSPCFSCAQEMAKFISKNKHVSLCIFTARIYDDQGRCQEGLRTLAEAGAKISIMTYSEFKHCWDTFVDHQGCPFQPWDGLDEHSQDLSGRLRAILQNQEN
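HeLa cells stably expressing Vif and C-terminally eYFP-tagged A3G, seeded overnight at 37 deg C, then exposed to compound by pintool overnight at 37 deg C. Rise in yellow fluorescence (Ex 488/Em 500-530, Acumen) marks blocked Vif-driven A3G degradation.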
12-LOX inh: Primary qHTS assay for inhibitors of human arachidonate 12S-lipoxygenase (ALOX12): Round 2; Polyunsaturated fatty acid lipoxygenase ALOX12 (Homo sapiens), P18054; purified 12hLO, xylenol orange hydroperoxide absorbance; 1.1% of 580,000 active; Potency, µM (titrated, usually from 108 µM), without a hit: at the highest dose activity change, negative = inhibition, most hits filed as inhibitors; further: potency means the concentration at half of the fitted maximal effect; on the % scale 0 is the no-effect control and ±100 the full control effect
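Hydroperoxide product was detected by ferrous iron/xylenol orange as the 573 to 405 nm absorbance ratio. Arachidonic acid at 40 uM (final) was turned over for 30 min at room temperature by 150 nM human 12hLO, pH 7.0 Hepes buffer, after 15 min compound preincubation.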
LDHA inh: qHTS assay for inhibitors of human lactate dehydrogenase. 0.15% of 480,000 active. activity change, % (values are at about 110 or 230 µM). L-lactate dehydrogenase A chain (Homo sapiens), P00338. purified LDHA, NADH/diaphorase-resazurin fluorescence; active compounds read low. AID 1347041, 2019; in the data active means activity change below about -30%; inconclusive means mostly about -25% to -30%;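 further: plate controls were DMSO wells for no effect and wells without enzyme for full effect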
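LDH5 2 nM; NADH 0.06 mM, pyruvate 0.2 mM; 200 mM Tris pH 7.4, EDTA, Tween-20; 5 min RT. Detection: diaphorase 0.133 mg/mL + resazurin 37 µM, fluorescence ex540/em590 at 0 and 20 min; normalized to enzyme-free and DMSO wells.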
D2 antagonist: HTS Assay for Allosteric Antagonists of the Human D2 Dopamine Receptor: Primary Screen for Antagonists. AID 485344, 2010. inhibition, % at 10 µM. 2% of 340,000 active. HEK293 TREx D2 cells, calcium flux, dopamine EC80; in the data active means inhibition above about 30%; further: 0% is about no effect
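Measurement of antagonist activity uses fluorescent calcium dye in inducible HEK293 T-REx D2 cells: 10 s baseline, compound addition with 180 s read, EC80 dopamine addition with a further 180 s read.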
RGS4 inh: Inhibitors of Regulator of G Protein Signaling (RGS) 4: qHTS | Regulator of G-protein signaling 4 (Homo sapiens), P49798 | Transcreener GDP fluorescence polarization, RGS4-accelerated GTP hydrolysis | Potency, µM (doses to about 114 µM), for inactives: at the top dose activity change, negative = inhibition, most hits filed as inhibitors | 0.039% of 390,000 active | AID 504845, 2011; further: potency means the concentration at half of the fitted maximal effect; on the % scale 0 is the no-effect control and ±100 the full control effect; nearly all actives have a fitted effect of over 75% in size; some results filed as inactive show a strong effect at the top dose
Target sequence (P49798 whole entry, looked up): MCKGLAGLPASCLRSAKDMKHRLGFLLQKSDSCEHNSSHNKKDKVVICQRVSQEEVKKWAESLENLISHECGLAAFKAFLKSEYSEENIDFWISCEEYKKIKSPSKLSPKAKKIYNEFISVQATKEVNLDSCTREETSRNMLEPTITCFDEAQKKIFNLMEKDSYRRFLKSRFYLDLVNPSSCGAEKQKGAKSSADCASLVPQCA
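MLSMR compounds (23 nl, pin-transferred) preincubated 10 min at room temperature with a 500nM (2x) first reagent, then RGS4 at 900nM (2x) plus Transcreener GDP mix added; fluorescence polarization (620/688 nm) read before and after 90 min at 30 °C.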
Vif-A3F inh: qHTS for Inhibitors of Vif-A3F Interactions: qHTS; Potency, µM (top dose mostly 46.1 µM), inactives show at the highest dose activity, negative = active; 0.2% of 390,000 active; HeLa A3F-eYFP + Vif (tagged APOBEC3F with the HIV-1 protein that degrades it), YFP fluorescence increase; AID 602313, 2012; further: potency means the concentration at half of the fitted maximal effect; % of control where 0% means no effect; nearly all actives have a fitted effect of over 65% in size
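Fluorescence increase (Ex 488/Em 500-530) after overnight compound treatment at 37 deg C flags inhibition of Vif-driven A3F-eYFP loss in stable HeLa A3F-eYFP/Vif cells seeded overnight beforehand.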
Starred values were filed as active, the others as inactive; ? = inconclusive; / = no result given; & = joins results of further samples; [ ] = remark or other dose. Unless noted, the call rests on the fitted dose curve; in most records, active means well fitted curve in the direction sought with a large enough effect; inconclusive means small, poorly fitted or top-dose-only effect, or another doubt; inactive means no such curve, though single readings can be large; an effect the other way counts as inactive or inconclusive. These rows are one share of the data, so the mix of outcomes need not match the whole.

SMILES	Glioma ERSR ind	ERG-DNA inh	D2 agonist	Vif-APOBEC3G blk	12-LOX inh	LDHA inh	D2 antagonist	RGS4 inh	Vif-A3F inh
COC(=O)c1cccc(CN2C(=O)C(C)Oc3ccc(C)cc32)c1 (stereo not drawn)	-2%	/	/	2%	3%	-6	/	/	/
Cn1c(=O)c2c(nc(CN3CCC(C(N)=O)CC3)n2Cc2ccccc2F)n(C)c1=O	-2%	8%	-0.6	2%	0%	-3	11	-18%	4%
CSc1ccc(N/N=C(/C#N)S(=O)(=O)C(C)(C)C)cc1	2%	6%	1.0	-2%	?	-7	-2	?	-12%
CCCn1c(=O)c2ccccc2n2c(SCC(N)=O)nnc12	-3%	3%	1.6	0%	0%	-5	-1	9%	0%
COc1ccc2cc3cc(C(=O)N4CCCCCC4)oc3nc2c1	-6%	-5%	-0.2	-1%	/	0	-9	14%	-1%
Cc1ccc(S(=O)(=O)N(Cc2nccn2C)C(C)C)cc1	-4%	-3%	0.4	1%	-14%	-5	6	-7%	3%
Cc1ccnc(NC(=O)c2ccccc2[N+](=O)[O-])c1	0%	-1%	-0.3	-1%	?	-3	4	-29%	2%
C=CCn1cc(/C=N\NC(=O)c2cc3c(ccc4ccccc43)o2)c2ccccc21	-5%	-4%	/	-7%	479%[activator]	-13	/	-14%	-4%
O=C(NCc1ccccc1)c1ccc2c(c1)C(=O)N(CC1CCCO1)C2=O (stereo not drawn)	2%	4%	-0.9	1%	0%	-5	31*	26%	-2%
C#CCOCCOCCOCCNc1nc(N2CCN(C(=O)[C@H](CCCCN)n3cc(CN)nn3)CC2)nc(N2CCN(C(=O)[C@H](CCCCN)n3cc(CN)nn3)CC2)n1	-3%	16%	/	8%	?	3	/	10%	-2%
CCOC(=O)c1ccc(NC(=O)c2ncn3c2C(=O)N[C@H](C)C3)cc1	4%	/	/	1%	0%	-2	/	/	-3%
Cc1ccc(CN(C)C(=O)c2c(C)nn(-c3ccccc3)c2C)cc1	-1%	-2%	0.6	-4%	-1%	-2	12	1%	1%

Compound profiles, from the list above. Order of values: Glioma ERSR ind, ERG-DNA inh, D2 agonist, Vif-APOBEC3G blk, 12-LOX inh, LDHA inh, D2 antagonist, RGS4 inh, Vif-A3F inh
Cc1ccc(CN(C)C(=O)c2c(C)nn(-c3ccccc3)c2C)cc1 reads -1%, -2%, 0.6, -4%, -1%, -2, 12, 1%, 1%
CCOC(=O)c1ccc(NC(=O)c2ncn3c2C(=O)N[C@H](C)C3)cc1 reads 4%, /, /, 1%, 0%, -2, /, /, -3%

(further entries)
SMILES	Glioma ERSR ind	ERG-DNA inh	D2 agonist	Vif-APOBEC3G blk	12-LOX inh	LDHA inh	D2 antagonist	RGS4 inh	Vif-A3F inh
COc1ccc(-c2csc(NC(=O)CSC(C)C(=O)Nc3cc(C)on3)n2)cc1OC (stereo not drawn)	-6%	4%	-1.0	3%	-3%	-5	-7	16%	7%
COc1ccc(CN2CCN(C(=O)c3ccc(S(=O)(=O)N4CCCCCC4)cc3)CC2)cc1	-4%	23%	/	-1%	?	-4	/	24%	-8%
CCOc1ccc(-c2c(C(=O)N/N=C/c3cccnc3)nnn2-c2nonc2N)cc1	-4%	2%	-0.5	-1%	16%	-5	0	-37%	5%
NS(=O)(=O)c1ccc(NC(=O)C2C3C=CC(C3)C2C(=O)O)cc1 (stereo not drawn)	-2%	-2%	0.0	2%	1%	-5	-6	-6%	3%
Cc1c(C(=O)NC2CCN(Cc3ccccc3)C2)oc2c(Cl)cccc12 (stereo not drawn)	-5%	-1%	/	4%	?	3	/	-18%	1%
CC(=O)c1cccc(NC(=O)c2ccc(-c3ccccc3[N+](=O)[O-])o2)c1	0%	-3%	0.4	-2%	-20%	-1	33*	-4%	5%
O=C(Nc1nnc(-c2ccccc2)s1)c1cc(S(=O)(=O)N2CCOCC2)c(Cl)cc1Cl	0%	16%	0.1	-1%	-14%	-5	-2	-18%	3%
CCS(=O)(=O)N1CCC2(CC1)OCCN2S(=O)(=O)c1ccc(OC)cc1	-2%	-1%	0.1	2%	-10%	0	-20	-16%	3%
Cn1nnc2cc(NC(=O)Nc3ccccc3F)ccc21	-10%	/	/	2%	20%	-5	/	/	-4%
CC(=O)C1=C(O)CC(c2ccccc2)CC1=NCCc1c(C)[nH]c2ccc(C)cc12 (stereo not drawn)	5%	11%	-0.9	5%	32%[activator]	0	-12	-1%	-1%
CCOC(=O)C1C(=O)NC(c2ccccc2)=NC1c1ccc(Cl)cc1 (stereo not drawn)	-2%	-6%	0.3	1%	4%	-12	10	14%	-1%
COc1ccc(-c2ocnc2C(=O)Nc2ccccc2N2CCCCC2)cc1	-4%	1%	0.7	-5%	0%	-1	4	-14%	0%
CC(C)CC(=O)N1CC=CC[C@@H](c2ccc(Cl)cc2)N(Cc2ccc(Cl)cc2)C(=O)[C@@H]1Cc1ccccc1	-4%	-7%	/	-5%	-14%	-4	/	-9%	0%
C/C(=N\Nc1nc2ccc(Cl)cc2o1)c1ccccc1	4%	2%	0.7	2%	184%[activator]	-8	-4	30%	?
COc1ccccc1Nc1ccc2c(O)cc(S(=O)(=O)O)cc2c1	-1%	6%	/	-3%	10µM*	29	/	?	-22%
O=C(c1ccc2c(=O)n3c(nc2c1)CCCCC3)N1CCCCC1	-5%	5%	0.0	-1%	6%	-13	23	1%[11.4 µM]	-5%
CC1(C)OC(=O)C2(Cc3ccc(Cl)cc3N3CCCCC32)C(=O)O1 (stereo not drawn)	-3%	/	/	-3%	/	1	/	-2%	/
COC(C(=O)Nc1ccc(S(=O)(=O)Nc2c(C)cccc2C)cc1)c1ccccc1 (stereo not drawn)	-3%	-16%	4.0	6%	0%	-2	-8	-28%	2%
Cc1ccccc1Nc1c(-c2cccnc2)nc2ccc(Br)cn12	1%	-7%	0.5	-3%	0%	-4	5	1%	-13%
COc1ccc(Nc2cc(Nc3ccccc3)ncn2)cc1	2%	8%	0.4	0%	8%	-3	1	-1%	-27%
Cc1noc(/C=C/c2ccccc2F)c1S(=O)(=O)N1CCC(C(=O)NCC(C)c2ccccc2)CC1 (stereo not drawn)	-3%	1%	0.4	4%	-19%	0	/	7%	0%
O=C(c1ccc2c(c1)N(Cc1ccccc1)CCS2)N1CCCCC1	1%	3%	-3.5	-4%	?	-2	-18	-21%	2%
Cc1onc(-c2c(F)cccc2Cl)c1C(=O)NCc1ccc2c(c1)OCO2	-4%	0%	-0.4	-3%	397%[activator]	-8	-15	-8%	10%
Fc1ccc(-c2nc(Nc3cccc(C(F)(F)F)c3)nc3c2COc2ccccc2-3)cc1	2%	8%	/	-1%	-6%	-2	/	-15%	1%
O=C(COc1ccc(Cl)cc1)NC1CC1	-2%	5%	1.1	-6%	8%	-1	11	-15%	2%
COc1ccc(C)cc1S(=O)(=O)NC1CCCCC1	-1%	-4%	0.2	1%	-1%	-6	10	-2%	-1%
Cc1ccc(OCC(=O)Nc2ccc3nc(Nc4cccc(Cl)c4)cc(C)c3c2)cc1	-3%	-4%	0.4	2%	-24%	3	/	-9%	2%
CC1=C(C(=O)OC(C)C)C(c2c[nH]c3ccccc23)n2ncnc2N1 (stereo not drawn)	-2%	23%	0.3	-10%	8%	6	-9	17%	-20%
COC(=O)c1cc(OC)c(OC)cc1NC(=S)Nc1cccc(Cl)c1	-2%	-13%	-0.5	0%	122%[activator]	-2	13	-12%	0%
COC(=O)c1ccc(NC(=O)c2cc(=O)c3ccc(C)cc3o2)cc1	-5%	0%	-1.1	1%	-6%&-9%	4&-5	/	11%	-1%
COc1ccc(CNC(=O)CCC(=O)N2CC(C)Oc3ccccc32)cc1 (stereo not drawn)	-2%	-3%	0.0	0%	11%	-7	-8	-1%	-3%
O=C1/C(=C/c2cccnc2)N=C2CCCCCN12	6%	3%	0.1	8%	1%	0	4	-8%	3%
Cc1cc(C)c(S(=O)(=O)NCC(c2ccc(N(C)C)cc2)N2CCOCC2)c(C)c1 (stereo not drawn)	1%	5%	-0.8	5%	?	0	/	-4%	-3%
O=C(Nc1ccc([N+](=O)[O-])cc1Cl)c1cc(Cl)cc(Cl)c1O	-4%	/	/	-4%	/	2	/	?	/
COCc1ccc(CN2CCc3c([nH]c4ccccc34)C2CC(C)C)o1 (stereo not drawn)	0%	-6%	-0.1	1%	?	-1	3	?	-9%
O=C(CSc1ccc(-c2ccncc2)nn1)N1CCCCC1	-4%	2%	0.3	-2%	-2%	0	-13	9%	6%
COC(=O)C1CCN(C2CN(Cc3ccc([N+](=O)[O-])cc3)S(=O)(=O)C2)CC1 (stereo not drawn)	-1%	/	/	1%	12%	-2	/	/	/
COc1ccc(CNC(=O)C(c2ccco2)N(Cc2ccccc2)C(=O)Cc2cccs2)cc1 (stereo not drawn)	-5%	4%	0.3	5%	0%[57.4 µM]	-4	-18	0%[11.4 µM]	-1%
